# HCMV inh: qHTS Assay for inhibitors of the human cytomegalovirus (HCMV); HFF cells, HCMV-luciferase reporter, 72 h; active compounds read low; activity change, negative = inhibition, % at 57.5 µM; 410,000 compounds, 4.5% hits; in the data active means activity change below about -60%; inconclusive means no clear call, values can overlap the other calls; inactive means above about -39%
#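 Inhibition of viral replication was scored as loss of reporter luminescence in HFFs infected with HCMV-luciferase (MOI 1 PFU/cell) for 72 h; compounds tested at 2 doses, normalized to buffer and Salinomycin controls.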
# Giardia FBPA inh: qHTS Assay for Inhibitors of Fructose-1,6-bisphosphate Aldolase from Giardia Lamblia | 290,000 compounds, 0.71% hits | Potency, µM (highest dose often 59.6 µM), for the others: at the highest dose activity, negative = inhibition, hits mostly inhibitors | A8B2U2 | purified Giardia FBPA | AID 2451, 2010; further: potency means the concentration at half of the fitted maximal effect; nearly all actives have a fitted effect of over 55% in size
# Target sequence (A8B2U2 whole entry, looked up): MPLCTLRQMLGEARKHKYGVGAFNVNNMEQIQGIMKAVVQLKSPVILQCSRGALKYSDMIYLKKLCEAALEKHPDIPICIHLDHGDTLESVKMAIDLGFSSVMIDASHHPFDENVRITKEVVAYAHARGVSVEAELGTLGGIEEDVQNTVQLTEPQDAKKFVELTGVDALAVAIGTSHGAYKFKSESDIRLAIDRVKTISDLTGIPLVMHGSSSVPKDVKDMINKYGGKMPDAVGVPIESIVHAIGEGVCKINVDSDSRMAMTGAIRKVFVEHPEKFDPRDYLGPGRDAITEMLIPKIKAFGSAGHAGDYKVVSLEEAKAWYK
#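 40 nM FBPA preincubated 10 min at RT with compound (up to 57.5 uM final), then substrate plus GAPDH/TPI/NAD/arsenate coupling and diaphorase/resazurin added. Fluorescence read after 20 min at RT, 525/598 nm.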
# HCV inh: qHTS Assay for Inhibitors of Hepatitis C Virus (HCV); Huh7.5.1 HCVcc-Cre infection, luciferase reporter, 44 h; Potency, µM (titrated, usually from 41.8 µM), inactives show at the top dose activity change, negative = inhibition, usual class: inhibitors; 340,000 compounds, 3.4% hits; AID 651820, 2012; further: potency means the concentration at half of the fitted maximal effect
#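 HCVcc-Cre virus at an moi near 0.5 was added right after compound to cells cultured 4 h from seeding (1,000 cells/well). Luciferase activity was determined 44 h later, 15 min after substrate addition at RT.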
# AmpC detergent: qHTS Inhibitors of AmpC Beta-Lactamase (assay with detergent) | AID 485294, 2010 | P00811 | Potency, µM (highest dose often 114 µM), without a hit: at the highest dose activity change, negative = inhibition, actives largely listed as inhibitors | 370,000 compounds, 0.041% hits | AmpC hydrolysis of nitrocefin, absorbance 480 nm, 0.01% Triton;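 further: potency means the concentration at half of the fitted maximal effect; 0% = no-compound wells and -100% = no-enzyme wells; nearly all actives have a fitted effect of over 25% in size; some results filed as inactive show a strong effect at the top dose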
# Target sequence (P00811 whole entry, looked up): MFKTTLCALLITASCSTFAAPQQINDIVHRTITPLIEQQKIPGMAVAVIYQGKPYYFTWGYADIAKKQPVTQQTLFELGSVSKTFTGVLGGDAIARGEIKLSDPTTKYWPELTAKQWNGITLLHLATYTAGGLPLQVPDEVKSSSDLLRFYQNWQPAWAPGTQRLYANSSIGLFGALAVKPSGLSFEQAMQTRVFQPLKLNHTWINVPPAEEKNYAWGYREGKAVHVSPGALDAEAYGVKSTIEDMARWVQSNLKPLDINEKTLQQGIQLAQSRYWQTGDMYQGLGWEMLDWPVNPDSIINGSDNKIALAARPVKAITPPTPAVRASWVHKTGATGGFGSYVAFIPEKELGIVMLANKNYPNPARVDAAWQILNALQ
#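 AmpC (5.3 nM in the dispensed reagent) in 20 mM phosphate pH 7.0 with 0.01% (detergent screen) or 0.0001% Triton X-100 was preincubated with compounds for 15 min at room temperature. Nitrocefin was then added from an 800 uM solution, and hydrolysis was followed at 480 nm.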
# Sm TGR inh: qHTS Assay for the Inhibitors of Schistosoma Mansoni Peroxiredoxins | purified TGR, DTNB reduction, TNB absorbance 405 nm | Potency, µM (top dose mostly 114 µM), without a hit: top-dose activity change, negative = inhibition, actives largely listed as inhibitors | 360,000 compounds, 3% hits | AID 485364, 2010; further: potency means the concentration at half of the fitted maximal effect; nearly all actives have a fitted effect of over 60% in size
#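 Kinetic colorimetric format: TGR-catalysed, NADPH-driven DTNB reduction monitored via TNB absorbance. Enzyme dispensed at 20 nM; compound exposure 15 min at room temperature before reaction start.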
# AMA1 RON2 block: qHTS for Inhibitors of AMA1-RON; Towards Development of Antimalarial Drug Lead: Primary Screen. Plasmodium falciparum AMA1 (3D7) - RON2 peptide interaction. AlphaScreen AMA1-biotinylated RON2 peptide binding. Potency, µM (top dose mostly 58.2 µM), for inactives: at the top dose activity change, negative = inhibition, usual class: inhibitors. 360,000 compounds, 0.2% hits. AID 720542, 2013;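 further: potency means the concentration at half of the fitted maximal effect; 0% = vehicle wells and -100% = peptide control; nearly all actives have a fitted effect of over 45% in size; some results filed as inactive show a strong effect at the top dose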
#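 AMA1 (3D7) with his tag at 25 nM final met compounds first, then biotinylated RON2 peptide at 25 nM; detection used donor plus acceptor beads, 10 µg/mL apiece, read by AlphaScreen after 30 min at room temperature.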
# * hit, by the source's call; ? = inconclusive; nt = no result given; & = joins results of further samples; [ ] = dose if it differs, or a comment. Unless noted, the call rests on the fitted dose curve; in most records, active means well fitted curve in the direction sought with a large enough effect; inconclusive means small, poorly fitted or top-dose-only effect, or another doubt; inactive means no such curve, though single readings can be large; an effect the other way counts as inactive or inconclusive. Unless noted, on the % scale 0 is the no-effect control and ±100 the full control effect. This is a random part of the collection; about 9.3% have a hit in one of these screens.
# Fields – HCMV inh	Giardia FBPA inh	HCV inh	AmpC detergent	Sm TGR inh	AMA1 RON2 block
- CC1CCCC(C)N1CCNC(=O)CCn1nc(-c2ccccc2)ccc1=O (configuration not stated)
  -3.5	7.3%	28.6%	-15.0%	-10.1%	-1.0%
- Cc1nc(=O)c(-c2ccccc2)c(C)n1CCO
  28.4	1.4%	-1.8%	-0.2%	2.2%	-5.0%
- O=C(c1ccco1)N1CCN(C(=O)c2ccc(-c3ccc(Cl)cc3)o2)CC1
  4.0	nt	?	?	-32.8%	-15.5%
- CCOC(=O)C1(CCOc2ccccc2)CCN(Cc2cccc(O)c2)CC1
  31.5	1.5%	-18.3%	?	?	-10.3%
- OCC1OC(n2ccc3c(SCc4ccccc4)ncnc32)C(O)C1O (configuration not stated)
  52.8	nt	-2.0%	nt	nt	6.6%
- O=C1C2C(c3ccccc3)C=CC(c3ccccc3)C2C(=O)N1CCCO (configuration not stated)
  -21.2	5.0%	6.3%	1.9%	-12.2%	-10.6%
- O=C(Nc1ccc(C(=O)N2CCCCC2)cc1)c1cccc([N+](=O)[O-])c1
  -22.6	nt	-12.1%	-4.8%	-24.4%	-11.4%
- CCC(=O)Nc1ccc(NC(=S)NC(=O)/C=C/c2ccccc2)cc1
  ?	1.8%	-19.8%	?	-22.6%	-2.2%
- O=C1OC(c2ccccc2)(c2ccc(O)cc2)c2ccccc21 (configuration not stated)
  -0.8	nt	?	nt	nt	13.8%
- COc1ccccc1C(=O)Nc1nnc(C)s1
  53.0	3.5%	5.9%	-1.0%	4.8%	4.1%
- Cc1ccc2c(=O)cc(C(=O)Nc3ccc(S(=O)(=O)N4CCC(C)CC4)cc3)oc2c1C
  9.5	nt	nt	-8.9%	3.1%	nt
- C=CCn1c(CCNC(=O)c2cccs2)nnc1SCC(=O)c1ccc(Br)cc1
  27.0	-7.2%	4.5%	2.6%	-16.9%	-6.7%
- Cc1cccn2c(=O)c3cc(C(=O)NCC(C)C)sc3nc12
  0.5&-13.3	-3.3%	-22.0%	-2.1%&-2.6%	3.6%&-17.0%	4.7%
- Cc1ccc2c(c1)C(c1ccccc1)N(C(=O)CC(C)C)CC(=O)N2 (configuration not stated)
  28.4	10.1%	14.5%	-6.5%	3.6%	-11.9%
- Cc1cc(C)c(S(=O)(=O)Nc2ccc(C(=O)O)cc2)cc1S(=O)(=O)Nc1ccc(C(=O)O)cc1
  29.4	nt	19.0%	nt	nt	-11.3%
- CCOC(=O)C(C)(C)n1nnc(-c2ccc([N+](=O)[O-])cc2)n1
  -24.3	0.3%	-10.6%	-9.5%	12.6%	-7.4%
- COc1ccc(N2CCN(C(=O)COC(=O)c3cccc(S(=O)(=O)Nc4cccc(C)c4)c3)CC2)cc1
  -13.1	nt	?	?	-4.1%	?
- CCOc1cc(NC(=S)Nc2cccc(OC)c2)c(OCC)cc1NC(=O)C1CC1
  5.7	-16.1%	?	-18.3%	-8.5%	25.5%
- O=C(NCC1CCCO1)c1cc(-c2ccncc2)nc2ccccc12 (configuration not stated)
  -7.3	nt	26.9%	?	-1.0%	-10.6%
- CC(=O)c1c(C)[nH]c(C(=O)OCc2ccc(F)cc2Cl)c1C
  -68.3*	0.3%	?	?	0.4%	-3.4%
- COc1cc(-c2nnc(Cn3cc(C(F)(F)F)ccc3=O)o2)cc(OC)c1OC
  42.4	6.2%	?	?	-30.8%	-1.4%
- O=C(CSCc1nc2ccccc2[nH]1)Nc1ccc2ccccc2c1
  -0.1	-5.0%	?	-3.6%	3.9%	-2.7%
- Cc1cccc(N(C(=O)c2snc(C(N)=O)c2N)C(C)C(=O)NCC2CCCO2)c1 (configuration not stated)
  19.0	0.1%	-29.8%	-4.5%	nt	-19.7%
- CCOc1ccc(-n2ccnc(SCC(=O)NCc3cccc(OC)c3)c2=O)cc1
  -34.1	nt	?	?	-5.3%	10.0%
- O=C(CN1CCN(Cc2ccccc2)CC1)N/N=C/c1cccs1
  16.6	0.8%	8.2%	3.5%	4.9%	0.0%
- Cc1nc2cc(NC(=O)N3CCN(c4ccccn4)CC3)ccc2o1
  -28.7	4.8%	?	-1.2%	5.0%	-1.5%
- CC(NC(=O)C1CCC1)c1ccc2c(c1)OCO2 (configuration not stated)
  -33.7	1.1%	21.2%	?	6.1%	-8.4%
- CCCCc1cc(=O)oc2c3c(cc(OCC(=O)N4CCC[C@H]4C(=O)O)c12)OC(C)(C)CC3
  15.8	0.1%	22.5%	-14.4%	5.3%	4.2%
- COc1ccccc1N1CCN(C(=O)CN(C)S(=O)(=O)c2cc(C)ccc2OC)CC1
  -11.7	-0.6%	-17.6%	4.8%	9.5%	-1.7%
- Cn1nc(CC(=O)NCc2ccc(C(F)(F)F)cc2)c2ccccc2c1=O
  21.4	0.9%	?	?	7.6%	-7.9%
- Cc1ccc(C)c(NC(=S)NCCc2c[nH]c3ccccc23)c1
  -78.0*	0.5%	?	3.8%	9.6%	41.1%[activator]
- COc1cc(CSc2ncc(CO)n2Cc2ccc(C)cc2)cc(OC)c1
  -16.4	nt	nt	19.5%	-13.8%	nt
- NC(=O)c1c(NC(=O)C(=O)N2CCOCC2)sc2c1CCCC2
  -11.9	3.4%	10.7%	3.5%	-30.3%	42.9%[activator]
- Cc1ccc(C(=O)NCCC(=O)N2CCOCC2)cc1
  144.2	nt	25.5%	4.3%	5.4%	-8.1%
- O=C1NC(c2ccccc2)Cc2ccncc21 (configuration not stated)
  -4.0	nt	-5.3%	nt	nt	2.8%
- Cn1c(=O)cc(SCC(=O)NCc2ccco2)c2ccccc21
  32.9	-8.3%	-21.9%	1.7%	0.0%	-12.1%
- Cc1ccc2nc(SCC(=O)N3CCC(C)CC3)nc(=O)n2c1
  -0.8	nt	13.2%	11.0%	0.3%	-10.4%
- O=C(OCC(=O)N1CCN(C(=O)c2ccco2)CC1)c1ccccc1Cc1ccccc1
  5.7	1.6%	?	?	-19.0%	-6.7%
- O=C(c1c(Cl)nc2sccn12)N1CCN(c2cccc(Cl)c2)CC1
  -34.8	0.4%	?	?	0.7%	-10.3%
- Cc1ccc(SC(C)c2nc(-c3cccnc3)no2)cc1 (configuration not stated)
  10.2	-2.0%	-2.0%	-11.8%	-2.5%	-12.2%
- CC12CCC(=O)N1C(C(=O)Nc1cc(Cl)ccc1N1CCCC1)CS2 (configuration not stated)
  0.0	nt	8.91µM*	3.4%	-15.7%	-16.0%
- COc1ccc(-c2nc3cc(C)ccn3c2NC(=O)c2ccc(F)cc2)cc1
  -2.3	nt	nt	4.5%	3.9%	nt
- COc1ccccc1C1CCN(C(=O)c2ccccc2)CC1
  63.8	2.5%	-7.9%	-13.0%	-17.9%	-8.8%
- NC(=O)c1nsc(C(=O)N(c2cccc(F)c2)C(C(=O)NC2CCCC2)c2ccco2)c1N (configuration not stated)
  -25.0	-0.1%	-22.4%	-12.0%	-20.1%	-13.1%
- COc1ccc(C2C(C(C)=O)=C(C)Nc3ncnn32)c(OC)c1OC (configuration not stated)
  9.0	0.0%	29.5%	-1.1%	-0.1%	-6.8%
- CC1C/C(=N\NC(=O)CCc2ccc(S(=O)(=O)N3CCOCC3)cc2)CC(C)(C)C1 (configuration not stated)
  -17.1	0.6%	1.0%	?	-3.2%	50.5%[activator]
- C=CC[C@H](CC(=O)NCCO)C(=O)NCCOC(=O)[C@@H](CC=C)CC(=O)OC(C)(C)C
  -34.3	nt	11.3%	nt	nt	11.1%
- COc1ccc(OC)c(NC(=O)Nc2c(O)ccc3ccccc23)c1
  16.7	nt	-29.3%	nt	nt	-19.9%
- Cc1ccc(CNC(C)c2ccccc2)cc1 (configuration not stated)
  15.9	-1.4%	-17.9%	-12.4%	0.4%	27.4%
- COc1ccccc1NC(=O)c1ccc(CSc2ncccn2)cc1
  nt	-10.4%	nt	5.5%	15.6%	nt
- O=C(CN(c1cccc([N+](=O)[O-])c1)S(=O)(=O)c1ccccc1)N1CCCCC1
  -2.6	7.0%	4.6%	-16.4%	4.1%	-8.8%
- Cn1c(Cc2cccs2)nnc1SCC(=O)Nc1ccc(C(N)=O)cc1
  19.7	nt	2.9%	-2.9%	0.8%	8.0%
- CC(Sc1nnc(-c2ccncc2)n1-c1ccc(F)cc1)C(=O)NC1CC1 (configuration not stated)
  ?	nt	-4.1%	-4.8%	-16.5%	13.8%
- Cc1ccc(-c2c(C(=O)O)c(C(=O)O)c3n2CCC3)cc1
  -3.5	-0.2%	8.7%	6.5%	?	-10.4%
- COc1ccc(OC)c(CCNC(=O)c2cnn(-c3ccc(C)cc3C)c2C2CCN(C(=O)OC(C)(C)C)CC2)c1
  ?	nt	nt	16.8%	5.4%	nt
- O=C(CSc1nnc2ccccn12)Nc1ccc2c(c1)OCO2
  -15.6	0.1%	4.4%	?	1.5%	0.6%
- O=C(NCc1ccccc1Cl)c1ccc2c(c1)nnn2C1CCCC1
  -1.5	nt	nt	-4.2%	9.9%	nt
- Cc1ccc(C)c(S(=O)(=O)N2CCCC2CNC(=O)C(=O)NCC2CCCO2)c1 (configuration not stated)
  -21.6	nt	5.9%[8.37 µM]	?	-0.7%	1.1%
- Cc1nc2sccn2c1-c1nc(-c2cc3ccccc3o2)cs1
  59.2	4.7%	?	-15.0%	-29.7%[11.4 µM]	-2.1%
- COC(=O)C(NC(=O)C(NC(=O)c1ccccc1)C(C)C)C(C)C (configuration not stated)
  19.2	0.4%	0.0%	?	-0.7%	13.7%
- CC(C)(CO)CNC(=O)c1ccc(OC2CCN(C(=O)C3CC3)CC2)cc1
  51.7	5.7%	9.0%	-5.3%	1.6%	11.3%
- COc1ccc(NC(=O)Nc2cc(C)ccc2OC(F)F)c(OC)c1
  -8.2	-3.3%	?	?	0.4%	-17.6%

# Ordered by molar mass (falling): 3 of the compounds above
# Fields – HCMV inh	Giardia FBPA inh	HCV inh	AmpC detergent	Sm TGR inh	AMA1 RON2 block
- CC12CCC(=O)N1C(C(=O)Nc1cc(Cl)ccc1N1CCCC1)CS2 (configuration not stated)
  0.0	nt	8.91µM*	3.4%	-15.7%	-16.0%
- O=C(CSc1nnc2ccccn12)Nc1ccc2c(c1)OCO2
  -15.6	0.1%	4.4%	?	1.5%	0.6%
- O=C1NC(c2ccccc2)Cc2ccncc21 (configuration not stated)
  -4.0	nt	-5.3%	nt	nt	2.8%

# An excerpt from above, reduced to HCV inh, Giardia FBPA inh and Sm TGR inh:
molecule | HCV inh | Giardia FBPA inh | Sm TGR inh
NC(=O)c1c(NC(=O)C(=O)N2CCOCC2)sc2c1CCCC2 | 10.7% | 3.4% | -30.3%
Cn1c(Cc2cccs2)nnc1SCC(=O)Nc1ccc(C(N)=O)cc1 | 2.9% | nt | 0.8%
O=C(OCC(=O)N1CCN(C(=O)c2ccco2)CC1)c1ccccc1Cc1ccccc1 | ? | 1.6% | -19.0%

# Assay outcomes (PubChem)
